# MOR-DOR ag – agonists of OPRM1-OPRD1 heterodimerization, primary screen, cell-based, luminescence; Mu-type opioid receptor (Homo sapiens) + Delta-type opioid receptor (Homo sapiens), …; cells; activation, % at 9.3 µM; 340,000 tested, 0.3% active; in the data active means activation above about 18%;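 further: 0% = vehicle-treated cells and 100% = reference agonist; values of inactives mirror those of a sister screen read the other way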
# Target sequence (P35372 whole entry, looked up): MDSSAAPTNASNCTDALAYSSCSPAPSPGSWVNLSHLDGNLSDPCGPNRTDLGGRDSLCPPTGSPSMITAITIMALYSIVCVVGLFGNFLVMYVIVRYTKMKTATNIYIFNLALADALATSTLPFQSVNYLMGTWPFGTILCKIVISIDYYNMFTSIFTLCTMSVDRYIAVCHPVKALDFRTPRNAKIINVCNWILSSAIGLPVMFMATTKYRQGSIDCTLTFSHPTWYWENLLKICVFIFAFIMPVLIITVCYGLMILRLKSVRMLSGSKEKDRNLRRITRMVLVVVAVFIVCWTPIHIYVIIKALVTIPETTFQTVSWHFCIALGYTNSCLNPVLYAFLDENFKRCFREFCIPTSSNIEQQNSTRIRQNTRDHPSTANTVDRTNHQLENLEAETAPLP
# Target sequence (P41143 whole entry, looked up): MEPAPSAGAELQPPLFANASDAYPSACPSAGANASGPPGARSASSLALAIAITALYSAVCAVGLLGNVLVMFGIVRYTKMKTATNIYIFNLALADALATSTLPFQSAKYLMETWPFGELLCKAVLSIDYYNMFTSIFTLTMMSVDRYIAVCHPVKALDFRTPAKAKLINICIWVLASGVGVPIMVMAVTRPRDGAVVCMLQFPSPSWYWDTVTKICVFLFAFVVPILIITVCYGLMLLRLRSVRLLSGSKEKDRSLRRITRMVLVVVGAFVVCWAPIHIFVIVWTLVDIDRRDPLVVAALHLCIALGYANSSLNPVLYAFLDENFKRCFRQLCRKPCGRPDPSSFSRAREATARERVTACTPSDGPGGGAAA
# AddAB inh – growth inhibition of E. coli expressing H. pylori AddAB, primary screen, AddAB inhibitor project, absorbance. inhibition, % at 11.9 µM. 330,000 tested, 0.29% active. AID 435030, 2010; in the data active means inhibition above about 12%;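 further: 0% = vehicle wells of infected cells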
# PfHsp90 yeast 2 – growth inhibition of PfHsp90-expressing yeast, primary screen, antimalarial PfHsp90 inhibitor project, S. cerevisiae, BacTiter-Glo luminescence, single point, set 2. BacTiter-Glo ATP, 48 h; yeast lacking PDR1 and PDR3 efflux regulators. inhibition, % at 9.4 µM. 310,000 tested, 0.32% active;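 active means every replicate shows inhibition above about 80%, whatever the replicate mean, limit read from the data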;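 further: 0% = DMSO neutral controls and 100% = 20 µM radicicol positive controls; yeast relying on Plasmodium falciparum Hsp90 in place of its own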
# E coli growth – E. coli V3065 growth inhibition, primary screen, counter-screen for AddAB inhibitor project, absorbance, OD600; 18 h; inhibition, % at 11.9 µM; 330,000 tested, 0.27% active; AID 449728, 2010;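 active means inhibition above the campaign's mean inhibition across all tested compounds plus 3 SD, cut at about 9.9% in these data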;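 further: uninfected addAB+ strain grown without phage in ampicillin broth; 0% = DMSO wells and 100% = ciprofloxacin 0.95 µg/ml wells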
# PKA-R2B act – activators of PKA-R2B holoenzyme, primary screen, biochemical, fluorescence polarization, Cy5-IP20, human; cAMP-dependent protein kinase catalytic subunit beta (Homo sapiens) + cAMP-dependent …; PKA-R2B holoenzyme dissociation; R2B truncated from residue 108, S112A mutant; 0% DMSO only, 100% 113 µM cGMP; activation, % at 11.4 µM; 340,000 tested, 0.079% active; AID 504700, 2011;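 active means activation above a cutoff set at the mean over all compounds plus 3 SD, cut at about 18% in these data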;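 further: higher means more holoenzyme dissociation and a rise in polarization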
# HTR5A inv ctr – HTR5A inverse agonists in luminescence cell assay, primary screen, counter-screen for OPRM1-OPRD1 heterodimer inverse agonist project, full-deck HTS; 5-hydroxytryptamine receptor 5A (Homo sapiens), P47898; HTR5A cell line, inverse agonism; inhibition, % at 9.3 µM; 340,000 tested, 0.083% active; AID 504634, 2011; in the data active means inhibition mostly above about 23%, no sharp cut-off; inactive means mostly below about 18%;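 further: 0% = cells with DMSO and 100% = no-cell wells with DMSO; some compounds called inactive have numbers as strong as hits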
# OPRM1-OPRD1 inv – inverse agonists of MOR-DOR heterodimerization, primary screen, cell-based, luminescence. Mu-type opioid receptor (Homo sapiens) + Delta-type opioid receptor (Homo sapiens), …. cell-based MOR-DOR heterodimer luminescence, inverse agonism. AID 504357, 2011. 340,000 tested, 0.21% active. inhibition, % at 9.3 µM; in the data active means inhibition above about 22%, passing the limit was not always enough;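 further: 0% = cells with DMSO and 100% = wells without cells with DMSO; values of inactives mirror those of a sister screen read the other way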
# PKA-R1A act – activators of PKA-R1A holoenzyme, primary screen, biochemical, fluorescence polarization, Cy5-IP20, bovine R1A, mouse PKAc | cAMP-dependent protein kinase type I-alpha regulatory subunit (Bos taurus) + … | activation, % at 11.4 µM | 340,000 tested, 0.083% active | AID 504707, 2011 | PKA-R1A dissociation; scaled: DMSO 0%, 113 µM cGMP 100%;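 active means percent activation above the mean of all tested compounds plus 3 SD, cut at about 19% in these data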;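 further: higher means more PKAc released from R1A so a rise in polarization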
# Tat transport – E. coli Tat export inhibitors, primary screen, MC4100, TorA-mCherry reporter, fluorescence, single point; inhibition, % at 10 µM; 340,000 tested, 0.036% active;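 active means mean replicate inhibition at least 50% and at least half of replicates individually reaching 50%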;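 further: exported cargo escapes ClpAP degradation while cytoplasmic cargo is degraded and loses fluorescence; 0% = median of neutral control wells and 100% = median of NaSCN control wells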
# phage Ecoli inh – growth loss of phage-infected E. coli, primary screen, RecBCD inhibitor project, absorbance, with phage, HTS; AID 651602, 2012; 360,000 tested, 0.26% active; inhibition, % at 11.9 µM; in the data active means inhibition above about 11%
# SUMO Mot1 rescue – yeast Mot1-301 growth rescue at high temperature, primary screen, SUMOylation pathway inhibitor project, S. cerevisiae, ATP luminescence, 38.5C | S. cerevisiae Mot1-301 growth rescue; percent above DMSO median, 100 means doubled | growth rescue, % at 18.8 µM | 320,000 tested, 1% active | AID 2716, 2010;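 active means every valid replicate shows activation above 250% relative to neutral control wells; inactive means the rest, any valid replicate at or below 250%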;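 further: OY570 slx delta 5 strain wells were the positive control but not used for scaling; some compounds called inactive have numbers as strong as hits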
# * hit, by the source's call; x = not tested or not shown.
SMILES,MOR-DOR ag,AddAB inh,PfHsp90 yeast 2,E coli growth,PKA-R2B act,HTR5A inv ctr,OPRM1-OPRD1 inv,PKA-R1A act,Tat transport,phage Ecoli inh,SUMO Mot1 rescue
O=C1C(=O)N(CCO)C(c2ccccc2)/C1=C(\O)c1ccccc1 (stereo unspecified),-1.9,3.1,10,0.6,-2,-17,9,18,-6,1.4,-17
CCCc1nc2c(c(=O)c3ccccc3n2C)c(=O)n1-c1ccc(F)cc1,-2.3,4.9,14,1.0,0,-9,12,0,-7,3.1,-7
Cc1ccccc1NC(=O)C1CCN(c2cnccn2)CC1,-2.0,-0.2,-15,-2.2,-2,4,10,-2,7,3.4,-9
O=c1[nH]c(=S)[nH]c(O)c1/C=C1\C=Nc2ccccc21,-0.8,x,x,x,0,-2,4,4,-2,x,x
CSCCC(NC(=O)c1ccccc1Br)C(=O)Nc1ccc(C)cc1 (stereo unspecified),2.2,2.7,12,2.1,-7,-11,-12,2,-6,1.5,3
CCOC(=O)CSc1nc(=O)n2ccc(C)cc2n1,-3.1,2.2,2,-1.2,11,-10,16,-12,0,4.0,-15
CC(=O)c1ccc(NC(=O)CN2C(=O)/C(=C/C(C)=C/c3ccccc3)SC2=S)cc1,-3.5,x,6,x,-4,-6,18,-3,5,0.6,x
COC(=O)c1ccccc1NC(=O)C1CC(=O)N(C2CCCCC2)C1 (stereo unspecified),0.7,0.0,x,-1.7,-8,4,-4,-13,-2,2.7,-20
Cc1ccc(N2CC(C(=O)N3CCCCC3)CC2=O)cc1C (stereo unspecified),0.1,1.7,13,3.5,-1,15,-1,1,-7,2.9,2
NC(N)=NS(=O)(=O)c1ccc(N/C=C\C(=O)c2ccncc2)cc1,0.1,3.3,47,2.5,2,15,-1,4,4,2.3,2
O=C1CC(c2ccncc2)c2cc3c(cc2N1)OCCO3 (stereo unspecified),0.7,1.8,-14,0.6,-1,-20,-3,-8,-2,3.0,-5
COc1cccc(NC(=O)CN(C)C(=O)c2cc(C)oc2C)c1,-1.1,0.6,-19,2.1,-1,0,4,-8,-3,7.2,1
Cc1ccccc1C(=O)Nc1cccc(C#N)c1,-1.3,1.5,x,2.6,-14,-15,7,-4,4,3.6,169
COC(CNC(=O)c1ccc2c(c1)ncn2-c1ccc(F)cc1F)OC,0.3,-0.7,23,-0.3,5,1,-2,1,5,3.9,13
COCCCNC(=O)c1sc2ncn(CC(=O)Nc3ccc(C)c(Cl)c3)c(=O)c2c1C,-0.5,3.5,7,1.0,0,-5,3,4,1,5.1,-17
Clc1ccc(SCCOCCN2CCCCC2)cc1,-2.7,0.5,3,0.7,5,-27,14,-6,-8,3.4,184
Cc1c(Cl)c(-c2n[nH]c(=S)n2CC(C)C)nn1C,0.1,1.6,-9,-1.3,-2,-4,-1,-3,2,2.1,10
COc1cccc(/C=N/n2c(-c3n[nH]c4c3CCC4)n[nH]c2=S)c1OC,-2.6,-0.7,-12,-0.4,6,12,14,6,1,3.7,15
COc1ccc(S(=O)(=O)N2CCCC(C(=O)NCc3ccccc3)C2)cc1 (stereo unspecified),-0.8,1.6,-11,1.6,4,-38,4,-7,-7,2.0,-27
COc1ccccc1Oc1ccc(S(=O)(=O)N2CCCCC2C)cc1 (stereo unspecified),3.0,3.7,-13,1.5,-3,-12,-21,0,9,1.1,9
CC(C(=O)NCc1ccccc1Cl)N1C(=O)c2ccccc2C1=O (stereo unspecified),-0.3,2.3,0,0.2,0,9,2,-13,-9,0.7,14
COc1cccc(-c2nc(Oc3cccc(C)c3C)c3ccccc3n2)c1O,-0.1,1.1,-2,-0.3,-2,-23,0,9,3,5.1,-14
CCC(=O)Nc1ccc(C(=O)CN2C(=O)NC3(CCCCCC3)C2=O)cc1,-3.3,0.2,8,-0.7,-8,-16,13,0,-1,0.5,24
COc1ccc(-c2csc(Cc3nc(O)cs3)n2)cc1,-1.6,-4.3,12,-4.4,4,1,9,-8,5,0.3,13
CN(C)C1(CN=Cc2cc(Cl)cc([N+](=O)[O-])c2O)CCCCC1,-0.8,2.5,3,-1.1,0,7,6,8,4,2.3,-10

# Continued:
SMILES,MOR-DOR ag,AddAB inh,PfHsp90 yeast 2,E coli growth,PKA-R2B act,HTR5A inv ctr,OPRM1-OPRD1 inv,PKA-R1A act,Tat transport,phage Ecoli inh,SUMO Mot1 rescue
CCCCn1c(N)c(N(CC(C)C)C(=O)c2ccc(S(=O)(=O)N3CCCCCC3)cc2)c(=O)[nH]c1=O,-2.7,2.8,-9,-0.8,8,-5,15,-5,-6,3.5,75
CCCCn1c(N)c(N(CC(C)C)C(=O)C2CCN(S(=O)(=O)c3ccc(C)cc3C)CC2)c(=O)[nH]c1=O,3.2,-1.1,x,-0.6,-7,-9,-21,-16,-6,3.4,-11
COc1ccc(CCNC(=O)c2ccc(NC(=O)CC3SC(N4CCCC4)=NC3=O)cc2)cc1 (stereo unspecified),-2.6,0.3,x,1.5,1,-27,14,-5,-6,3.5,27
Cc1cc(NC(=O)CN2CC(C)OC(C)C2)n(-c2nc3ccccc3s2)n1 (stereo unspecified),-1.0,-1.7,-7,-1.6,-14,-14,5,-3,2,x,1
CCOC(=O)CC1(CC(=O)OCC)NC(=O)c2c(C)sc(C(=O)OCC)c2N1,-1.4,4.8,-6,0.9,-4,14,8,-12,2,2.2,2
Cc1cc(C)cc(-n2cc[nH]c2=S)c1,-1.1,2.0,-5,1.9,-5,4,6,5,-3,0.3,x
O=C(COC(=O)CCc1nc2ccccc2c(=O)[nH]1)Nc1ccc(N2CCOCC2)cc1,-1.9,0.8,-3,-0.5,-7,-1,11,-18,-7,5.5,13
COc1cccc(CNC(=O)COC(=O)CN2C(=O)NC3(CCCCC3C)C2=O)c1 (stereo unspecified),-1.9,0.9,11,-0.7,-3,-2,8,-8,1,6.1,16
COC(C/C=C\[C@H](O)COCc1ccccc1)OC,-1.9,0.8,x,-2.7,-16,10,11,2,1,-2.7,-6
Cc1ccc(/C=N/N=C2/NC(=O)C(CC(=O)Nc3ccccc3)S2)o1 (stereo unspecified),3.9,-0.6,-13,-0.8,-5,-5,-28,-7,2,5.1,6
Cc1nn(-c2ccccc2)c(C)c1/C=N/N1CCN(c2ccccc2)CC1,1.7,1.2,1,-1.6,-11,-19,-9,-2,1,x,-1
COc1ccc(-c2nc(N)ncc2-c2ccccc2)c(O)c1,1.6,-3.4,2,-1.5,-6,1,-9,1,-3,-0.2,-18
CCN(C(=S)NC(=O)C1CCCC1)C1CCCCC1,0.5,-2.4,x,-0.8,8,6,-2,-13,2,1.7,-18
COc1ccc(CCNC(=O)CNS(=O)(=O)c2ccc(F)c(Cl)c2)cc1OC,-2.1,0.8,12,-0.3,-6,7,10,0,3,1.5,9
O=C(Nc1ccc(Cl)c(-c2nc3ccccc3[nH]2)c1)c1ccc2c(c1)OCO2,1.1,-0.3,-6,-0.9,2,7,-6,-2,6,2.9,400
c1ccc2c(c1)ccc1nnc(SCc3ccc4c(c3)OCCO4)n12,-3.9,-2.3,-9,-0.4,-6,-41,20,-5,2,2.2,-4
CC(=O)Nc1cccc(C(=O)OCN2C(=O)c3ccccc3C2=O)c1,-1.5,x,-3,x,-5,0,10,-7,2,0.5,-2
CCC(=O)NC(c1cccc([N+](=O)[O-])c1)c1c(OC(C)=O)ccc2ccccc12 (stereo unspecified),-4.7,-1.1,-20,-0.5,-5,0,25,4,0,3.0,147
CCOC(=O)CNC(=O)N1CCCC(CCC(=O)NCc2ccc(F)c(F)c2)C1 (stereo unspecified),-0.3,5.6,8,1.1,-6,-14,2,1,0,2.6,9
Cc1nn(Cc2ccc(Cl)cc2)c(Cl)c1/C=N/NC(=O)c1cccnc1,-0.6,0.8,-9,-0.6,-8,-10,4,-9,-6,2.9,1
O=C(Nc1ccc(NC(=O)c2cccs2)cc1)c1ccco1,-2.3,0.9,-2,1.5,-6,14,12,-3,-11,0.5,332
COc1ccc(CNC(=O)COC(=O)c2ccc(F)c(S(=O)(=O)N3CCOCC3)c2)cc1,-0.9,-1.3,39,-2.8,-4,-12,4,6,2,3.4,-6
CCOC(=O)CSc1n[nH]c(NS(=O)(=O)c2ccccc2C(F)(F)F)n1,-3.0,-0.6,-7,-1.9,1,4,15,-4,-17,0.9,62
O=C(CC1C(=O)NCCN1Cc1ccccc1F)NC1CCCCCC1 (stereo unspecified),-3.6,1.3,10,-0.5,-9,13,21,-14,2,2.2,-3
Cc1ccc2oc(C(=O)Nc3ccc(S(=O)(=O)Nc4onc(C)c4C)cc3)c(C)c2c1,-3.5,-0.5,-19,3.4,3,-2,20,1,-3,2.5,4

# The list continues.
SMILES,MOR-DOR ag,AddAB inh,PfHsp90 yeast 2,E coli growth,PKA-R2B act,HTR5A inv ctr,OPRM1-OPRD1 inv,PKA-R1A act,Tat transport,phage Ecoli inh,SUMO Mot1 rescue
CCOC(=O)N1CCN(C(=O)CN2C(=O)NC(c3ccccc3)(c3ccccc3)C2=O)CC1,-1.7,0.8,22,1.3,3,-3,10,8,0,1.0,2
Cc1c(-c2ccccc2)sc(N)c1C(=O)N1CCOCC1,-0.6,-0.9,-16,-0.1,6,-14,3,-2,-4,1.6,-17
COC(=O)CN(n1cnnc1)S(=O)(=O)c1ccccc1,-1.7,6.2,-29,4.5,-7,-3,9,-8,5,7.1,52
O=C(O)c1ccc2c(c1)N(Cc1ccc(F)cc1)C(=O)c1ccccc1S2,-2.1,1.4,-24,0.8,9,-9,11,0,2,1.0,6
N#C/C(=C\c1ccc(F)cc1)c1nc(-c2ccco2)cs1,5.5,1.9,15,-0.2,-6,-3,-28,4,-7,1.3,-19
CCN(CC)S(=O)(=O)c1ccc2oc(C(=O)NC3CC3)c(C)c2c1,0.5,-0.3,19,-2.2,-9,-18,-3,9,-9,2.0,2
COCCN(CCNC(=O)c1ccc(NC2=NC3CS(=O)(=O)CC3S2)cc1)Cc1ccco1 (stereo unspecified),-1.8,-3.4,9,-0.9,4,-17,10,-5,-7,3.1,-8
Cn1nc(-c2ccc(OCC(N)=O)cc2)c2ccccc2c1=O,-2.5,1.2,x,-0.9,-3,14,12,-2,5,0.9,5
Fc1ccc(-c2ccc(Nc3cccc(F)c3)nn2)cc1,5.9,1.2,-10,1.3,0,-39,-29,6,6,3.3,-18

# From PubChem BioAssay
